Compound activity (PubChem)
Phagocytosis inh = inhibitors of macrophage phagocytosis; AID 1029; hit rate 0.07% among 110,000; J774A.1 macrophage IgG-bead phagocytosis, imaging; inhibition, % at 5 µM;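 active = inhibition above the mean of the plate negative controls plus 5 SD, cut at about 13% in these data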;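 also: phagocytic index as fraction of beads internalized from green versus red external bead signal; plate controls were DMSO negative control for no effect and cytochalasin-D positive control for full effect; some results beyond the cut were filed as inactive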
HCT116 PTEN-null = suppresses growth of cells with PTEN deletion | HCT116 PTEN-null viability, CellTiter-Glo, 60 h; stronger effect = lower value | viability, % at 10 µM | hit rate 1.2% among 140,000;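 active = viability at or below a set limit, 4 SD under the median of all tested compounds, cut at about 3.7% in these data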;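 also: PTEN knockout HCT116 line with beta catenin targeted HCT116 as companion control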
MRP1 act = activates MRP-1 | H69AR cells + doxorubicin, viability rescue, CellTiter-Glo | viability increase, % at 10 µM | AID 799 | hit rate 0.61% among 140,000;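 active = viability gain under doxorubicin at or above a set limit, the compound median plus 3 SD, cut at about 4.7% in these data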;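 also: MRP-1 overexpressing cells given doxorubicin 25 µM after compound pretreatment; 18-22 h compound pretreatment then 72 h with doxorubicin before readout; 0% = doxorubicin-only wells and 100% = vehicle-treated cells without doxorubicin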
Measles CPE = protection of cells from measles virus | Measles virus-infected cells, CPE protection, absorbance | protection (pct of control), % at 4 µM | hit rate 1.5% among 140,000; in the data active = protection mostly above about 24%, no sharp cut-off; inactive = mostly below about 26%; also: some compounds called inactive have numbers as strong as hits
GALR2 blocker = GALR2 (human) receptor antagonism. GALR2-expressing cells, antagonist mode. inhibition, % at 4 µM. hit rate 0.39% among 140,000; in the data active = inhibition above about 27%;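 also: cells stimulated with galanin 1-16 at roughly its EC80; 0% = agonist challenge control and 100% = basal control without agonist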
Target sequence (O43603 whole entry, looked up): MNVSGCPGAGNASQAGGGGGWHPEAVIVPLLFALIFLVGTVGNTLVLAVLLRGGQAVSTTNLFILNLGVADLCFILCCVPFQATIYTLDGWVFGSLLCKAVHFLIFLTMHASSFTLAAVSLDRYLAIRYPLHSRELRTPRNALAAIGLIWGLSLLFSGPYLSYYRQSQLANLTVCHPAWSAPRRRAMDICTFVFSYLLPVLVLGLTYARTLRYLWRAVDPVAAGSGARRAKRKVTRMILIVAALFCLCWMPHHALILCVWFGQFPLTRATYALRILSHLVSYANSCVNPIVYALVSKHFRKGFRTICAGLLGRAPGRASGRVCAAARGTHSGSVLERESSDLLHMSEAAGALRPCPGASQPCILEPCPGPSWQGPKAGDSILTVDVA
E-sel TNF inh = TNF alpha driven E-selectin expression inhibition | inhibition, % at 2 µM | AID 1246 | HUVEC TNFa-induced E-selectin immunofluorescence, high content | hit rate 0.71% among 120,000;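 active = inhibition above the batch mean plus 3 SD, and confirmed as a hit on visual image review, cut at about 43% in these data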;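 also: 0% = TNF-stimulated DMSO wells and 100% = unstimulated control wells; not every result past the cut was called active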
NPY Y2 blocker = antagonists of human neuropeptide Y receptor Y2 | P49146 | NPY-Y2 expressing cells, antagonist mode | inhibition, % at 2.7 µM | hit rate 0.99% among 140,000 | AID 793; in the data active = inhibition above about 17%;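 also: 0% = vehicle with agonist challenge and 100% = reference antagonist with challenge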
Target sequence (P49146 whole entry, looked up): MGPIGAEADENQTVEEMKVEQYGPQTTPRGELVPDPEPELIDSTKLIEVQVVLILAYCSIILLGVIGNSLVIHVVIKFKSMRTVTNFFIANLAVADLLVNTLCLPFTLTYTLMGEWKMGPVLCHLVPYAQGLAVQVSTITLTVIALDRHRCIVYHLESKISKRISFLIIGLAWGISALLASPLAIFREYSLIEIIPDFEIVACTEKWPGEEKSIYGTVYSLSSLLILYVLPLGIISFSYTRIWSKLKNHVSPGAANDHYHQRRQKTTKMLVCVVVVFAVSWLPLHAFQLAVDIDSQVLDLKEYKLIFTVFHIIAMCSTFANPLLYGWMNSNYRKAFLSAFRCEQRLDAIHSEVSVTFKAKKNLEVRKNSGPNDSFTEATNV
Yeast growth inh = reduces growth of yeast BB579 in restrictive medium. S. cerevisiae BB579 growth, OD615, 48 h. inhibition, % at 10 µM. hit rate 0.51% among 140,000. AID 804;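 active = inhibition above a set limit, 3 SD over the mean compound inhibition, cut at about 44% in these data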; also: inactives centre near -24
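Assay system – yeast BB579 (DeaD) · Dosing – single compound dose of 10 µM, 0.25% DMSO final · Detection – OD615 turbidity measurement · Buffer or medium – CSMM-D restrictive synthetic medium containing dextrose (glucose) · Benchmarks – positive control amphotericin B 10 µg/mL · Incubation – 48 h exposure, 30 °C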
HCT116 bCat-KO = beta-catenin-lacking colon tumor cell growth suppression; HCT116 beta-catenin knockout viability, CellTiter-Glo, 60 h; stronger effect = lower value; viability, % at 10 µM; hit rate 1.5% among 140,000;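 active = viability at or under a set limit, the compound median less 4 SD, cut at about 6% in these data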;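 also: 0% = Hyamine 1622 control at 20 µM and 100% = untreated cell control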
Yeast lifespan up = extends the lifespan of yeast. S. cerevisiae growth with nicotinamide, OD615; deaD strain in restrictive glucose medium. inhibition of the nicotinamide effect, % at 10 µM. hit rate 0.68% among 130,000;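 active = inhibition above a set limit, placed 3 SD over the median of all compounds, cut at about 26% in these data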;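 also: 0% = nicotinamide-treated wells and 100% = cells grown without nicotinamide; some compounds called inactive have numbers as strong as hits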
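Assay system: engineered S. cerevisiae DeaD replicative-lifespan strain, galactose-grown log-phase cells; Buffer or medium: CSMM-D glucose medium, restrictive; Probe or stimulus: nicotinamide 1.5 mM; Compound: single dose 10 µM compound, 0.25% DMSO; Schedule: 4 h preincubation then 48 h treatment at 30 °C; Technique: OD615 measurement.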
An asterisk follows results filed as active; · = not tested or not shown. This is a random part of the collection; overall some 6.4% were active at least once.

(1) COc1ccc(/C=N/NC(=O)Nc2nonc2N)cc1
(2) COc1ccc(NC(=S)NC(NC(=O)c2ccc(Cl)cc2Cl)C(Cl)(Cl)Cl)c([N+](=O)[O-])c1 (configuration not stated)
(3) Clc1ccc(-c2nnc3sc(Cc4cccs4)nn23)c(Cl)c1
(4) CC(=O)c1cc(-c2ccccc2)[nH]c1N1CCCC1
(5) O=C(COC(=O)CNS(=O)(=O)c1ccc(F)c(F)c1F)Nc1ccc(OC(F)F)cc1
(6) O=C(NCCc1ccccc1)C1CCN(S(=O)(=O)N2CCCC2)CC1
(7) CCOc1ccc(C(C)NC(=O)c2cccc(F)c2)cc1 (configuration not stated)
(8) CC(C)CCN1CC(C(=O)N2CCN(c3ccc(F)cc3)CC2)CC1=O (configuration not stated)
Screen / compound no.	1	2	3	4	5	6	7	8
Phagocytosis inh	·	-2	-1	-1	-14	2	-4	·
HCT116 PTEN-null	95	104	89	94	101	101	100	103
MRP1 act	0.7	0.6	0.5	-1.6	-3.7	-1.2	-1.5	0.9
Measles CPE	15	13	68*	35	6	18	2	45
GALR2 blocker	-3	-3	0	16	-8	2	5	-3
E-sel TNF inh	-8	1	·	18	-5	5	·	33
NPY Y2 blocker	0	0	3	0	-1	1	0	2
Yeast growth inh	-23	-80	3	-25	-1	0	-16	-30
HCT116 bCat-KO	105	99	103	93	90	94	104	105
Yeast lifespan up	·	6	-10	-4	-1	-15	5	-8

(9) CCOc1cccc(C(=O)NNC(=O)CCC(=O)O)c1
(10) N/C(=N\OC(=O)c1cccc(Cl)c1)c1cccnc1
(11) COc1ccc(OC)c(CNCCNC(=O)c2ccco2)c1
(12) COc1ccc(C(CNC(=O)c2cc3ccccc3cc2OC)N2CCCC2)cc1 (configuration not stated)
(13) CCCSc1nc(O)c(C2OC(=O)c3c2ccc(OC)c3OC)c(=O)n1C (configuration not stated)
(14) CCCCNC(=O)Cn1nc([N+](=O)[O-])c([N+](=O)[O-])c1C
(15) CC(C)=C1C2CCC1C1C(=O)N(NC(=O)COc3ccc(C(C)(C)C)cc3)C(=O)C21 (configuration not stated)
(16) COc1ccc(CCNC(=O)COC(=O)C23CC4CC(CC(Br)(C4)C2)C3)cc1
Screen / compound no.	9	10	11	12	13	14	15	16
Phagocytosis inh	-4	3	0	·	-2	-5	-2	-5
HCT116 PTEN-null	102	101	91	76	96	94	83	100
MRP1 act	-1.7	-1.8	-1.2	-3.9	-4.0	-4.3	0.9	-2.7
Measles CPE	7	5	1	10	29	3	1	6
GALR2 blocker	9	-16	8	-5	-2	-1	1	-13
E-sel TNF inh	-19	21	-14	-5	16	13	-2	2
NPY Y2 blocker	3	3	0	18*	4	2	0	4
Yeast growth inh	-58	-53	-14	-36	-9	3	-31	-24
HCT116 bCat-KO	90	90	89	78	81	77	87	98
Yeast lifespan up	6	-20	-10	-11	-4	-2	-1	9

(17) Cc1cc(C)c(C#N)c(SCC(=O)CC(=O)OC(C)C)n1
(18) Cc1nc2sc3c(c2c(=O)n1/N=C/c1ccco1)CCCC3
(19) CC(=O)NC(=S)Nc1ccccc1C(=O)NC1CCCCC1
(20) Cc1[nH]c(=O)c(C#N)cc1-c1ccccc1
(21) CCOC(=O)C1CCN(C(=O)Cc2c(F)cccc2Cl)CC1
(22) Cc1ccc(-c2nn3c(C)nnc3s2)cc1NC(=O)COc1ccc(Cl)cc1
(23) CC(C)=C1SC(N2CCN(c3ccc(C)cc3)CC2)=NC1=O
(24) COC(=O)CCCC(=O)Nc1ccc(Br)cc1
Screen / compound no.	17	18	19	20	21	22	23	24
Phagocytosis inh	-2	-2	-2	-1	-4	0	·	-1
HCT116 PTEN-null	90	95	104	108	94	102	90	92
MRP1 act	-3.9	0.5	0.1	0.6	-2.4	-0.5	3.5	-1.0
Measles CPE	23	6	22	38	7	26	5	4
GALR2 blocker	20	2	4	-5	-4	8	8	1
E-sel TNF inh	-43	-5	·	21	-10	18	63*	-3
NPY Y2 blocker	1	0	0	15	4	1	3	-2
Yeast growth inh	-19	-27	-7	-9	3	-6	-34	-50
HCT116 bCat-KO	83	98	102	106	109	103	90	80
Yeast lifespan up	-7	-7	5	-6	-4	-3	·	-5

(25) O=C(Nc1cc(S(=O)(=O)N2CCCCC2)ccc1O)c1ccccc1NS(=O)(=O)c1ccc(F)c(F)c1
(26) O=C(CSc1nc2ccsc2c(=O)n1Cc1ccc(C(=O)O)cc1)NCc1ccco1
(27) Clc1cccc(NCc2nnc(SCc3ccccc3Cl)o2)c1
(28) O=C(N/N=C/c1cn(-c2ccccc2)nc1-c1cc2ccccc2o1)c1ccncc1
(29) CCCCCn1c(=O)c(-c2nc3ccccc3c(=O)[nH]2)c(O)c2ccccc21
(30) COc1cccc(OC)c1OCCOc1ccc(C(=O)c2ccccc2)cc1
(31) CC(C)NC(=O)c1ccc2c(c1)S(=O)(=O)c1ccccc1C2=O
(32) O=C(O)CC(NC(=O)C(c1ccccc1)c1ccccc1)c1ccco1 (configuration not stated)
Screen / compound no.	25	26	27	28	29	30	31	32
Phagocytosis inh	-15	-3	-1	5	-1	1	1	-1
HCT116 PTEN-null	101	103	78	10	102	77	102	91
MRP1 act	1.2	-0.8	-1.2	-4.3	-2.6	1.9	-0.8	-2.2
Measles CPE	5	4	43	2	5	31	9	6
GALR2 blocker	-8	1	-8	6	-12	-6	-14	2
E-sel TNF inh	-41	-9	0	-5	-24	·	4	3
NPY Y2 blocker	2	0	10	0	2	11	3	1
Yeast growth inh	-51	11	-39	-57	-42	-16	-63	0
HCT116 bCat-KO	96	93	77	17	90	85	104	88
Yeast lifespan up	1	-5	-8	-2	-17	-6	-7	-3

Compound profiles (already shown). Screens in order: Phagocytosis inh	HCT116 PTEN-null	MRP1 act	Measles CPE	GALR2 blocker	E-sel TNF inh	NPY Y2 blocker	Yeast growth inh	HCT116 bCat-KO	Yeast lifespan up
Entry for CCCCCn1c(=O)c(-c2nc3ccccc3c(=O)[nH]2)c(O)c2ccccc21 → -1	102	-2.6	5	-12	-24	2	-42	90	-17
Entry for CC(C)NC(=O)c1ccc2c(c1)S(=O)(=O)c1ccccc1C2=O → 1	102	-0.8	9	-14	4	3	-63	104	-7
Entry for Clc1cccc(NCc2nnc(SCc3ccccc3Cl)o2)c1 → -1	78	-1.2	43	-8	0	10	-39	77	-8
Entry for COc1cccc(OC)c1OCCOc1ccc(C(=O)c2ccccc2)cc1 → 1	77	1.9	31	-6	·	11	-16	85	-6

Remaining list, next part
(33) COc1ccc(N2CCN(C(=O)C3CCN(S(=O)(=O)N4CCOCC4)CC3)CC2)cc1
(34) O=C(NCc1ccccc1)C(c1ccc(F)cc1)N(Cc1ccc2c(c1)OCO2)C(=O)Cn1nnc(-c2cccs2)n1 (configuration not stated)
(35) CCc1cccc(NC(=O)CN(C)S(=O)(=O)c2cnc[nH]2)c1
(36) Oc1c(C(c2cccs2)N2CCC3(CC2)OCCO3)sc2ncnn12 (configuration not stated)
(37) CCn1c(CC(=O)Nc2ccc(Cl)c(Cl)c2)nnc1SCc1ccc(C)cc1
(38) Cc1cc(N2CCCCC2)nc2ccc(NC(=O)c3ccc(Br)o3)cc12
(39) CC(C)NCC(=O)NC12CC3CC(CC(C3)C1)C2
(40) Cc1nn(-c2ccccc2)c(N)c1N=Nc1ccc2ccccc2c1
Screen / compound no.	33	34	35	36	37	38	39	40
Phagocytosis inh	·	·	·	-1	2	0	1	-2
HCT116 PTEN-null	76	86	94	94	90	54	105	91
MRP1 act	-2.2	-3.1	-2.0	4.4	0.4	-1.8	0.2	-1.9
Measles CPE	7	4	1	18	4	17	8	12
GALR2 blocker	-5	-1	9	-4	-2	-6	0	0
E-sel TNF inh	·	32	12	·	11	4	5	-1
NPY Y2 blocker	1	3	4	0	3	3	4	-1
Yeast growth inh	-46	-28	-16	-5	-34	-33	-39	-8
HCT116 bCat-KO	71	78	109	87	82	53	108	78
Yeast lifespan up	5	·	-3	-8	1	-8	-3	-1

(41) Cc1nn(CCC#N)c2nc(C(F)(F)F)[nH]c(=O)c12
(42) Cc1nnc(-c2ccc(Oc3ccc(Br)cc3)c([N+](=O)[O-])c2)o1
(43) C=CCC(CC=C)(NC(=O)c1ccccc1C(=O)O)c1ccccc1
(44) CCOC(=O)C1CCN(S(=O)(=O)c2cccc(-c3csc(C)n3)c2)CC1
(45) COc1cccc(CN2C(=O)C3CCCN3c3ccc(S(=O)(=O)N4CCOCC4)cc32)c1 (configuration not stated)
(46) COC(=O)c1ccc(Cl)c(-c2ccc(/C=N/NC(=O)Nc3ccccc3)o2)c1
(47) CN1CCN(S(=O)(=O)c2cc([N+](=O)[O-])ccc2N2CCCCCC2)CC1
(48) CC(=O)Nc1ccc(-c2cc(-c3ccc(NC(C)=O)cc3)nc(-c3ccc(NC(C)=O)cc3)n2)cc1
Screen / compound no.	41	42	43	44	45	46	47	48
Phagocytosis inh	0	-1	-12	-1	·	-1	-4	-7
HCT116 PTEN-null	99	100	101	84	92	102	92	97
MRP1 act	-2.1	-1.4	0.6	-1.4	-0.9	0.1	-3.0	-0.1
Measles CPE	20	6	14	8	13	7	4	18
GALR2 blocker	18	-2	4	-3	-6	4	-2	-9
E-sel TNF inh	·	·	8	-12	-1	-9	-65	·
NPY Y2 blocker	16	4	3	3	-1	3	0	5
Yeast growth inh	-11	-40	-41	-31	-10	-66	-54	-63
HCT116 bCat-KO	96	96	100	78	88	100	94	94
Yeast lifespan up	-3	2	4	6	-22	-13	-10	8

(49) N/C(=N\OC(=O)Cc1cccs1)c1cccc([N+](=O)[O-])c1
(50) COC(=O)c1[nH]c2cccc(OC)c2c1NC(=O)CN1CC(C)OC(C)C1 (configuration not stated)
(51) CCS(=O)(=O)c1ccc2c(c1)N(S(C)(=O)=O)CC(C(=O)NC1CC1)O2 (configuration not stated)
(52) O=[N+]([O-])c1cc(S(=O)(=O)C(F)(F)F)ccc1N1CCN(c2ccccc2)CC1
(53) CCCN(CCC)C(=O)c1c(C)[nH]c(C(=O)OCC)c1C
(54) C/C(=C(\C#N)C(=O)NC1CCCCC1)N(C)C
(55) Cc1ccc2oc(-c3cccc(NC(=O)C4CCCO4)c3)nc2c1 (configuration not stated)
(56) Cc1nc(SCc2ccc(Br)cc2)[nH]c(=O)c1C
(57) Clc1nnc2ccc(-c3ccccc3)nn12
Screen / compound no.	49	50	51	52	53	54	55	56	57
Phagocytosis inh	-4	0	·	·	0	2	-1	0	-1
HCT116 PTEN-null	106	106	71	66	90	89	78	88	109
MRP1 act	2.2	-1.0	-2.9	0.9	-2.2	0.9	-2.7	-0.4	1.4
Measles CPE	3	17	3	7	14	7	4	14	5
GALR2 blocker	3	-2	-11	-11	2	1	-10	-2	17
E-sel TNF inh	12	2	-29	-20	·	·	-34	15	-55
NPY Y2 blocker	3	2	-3	8	1	-1	4	6	0
Yeast growth inh	-1	-84	2	10	-33	-12	-28	-25	19
HCT116 bCat-KO	105	103	68	65	91	96	74	96	108
Yeast lifespan up	-4	-3	-24	3	-8	-14	-32	-18	-22
